SENP8 block-1 = human SENP8 protease inhibitors, primary screen, biochemical, fluorescence, Nedd8 protein substrate, uHTS | inhibition, % at 20 µM | recombinant SENP8 | AID 602440, 2012 | Sentrin-specific protease 8 (Homo sapiens), Q96LD8 | actives 0.64% (n = 360,000); in the data active means inhibition mostly above about 40%, no sharp cut-off; inactive means mostly below about 27%
SENP6 inh = SENP6 protease inhibitors, primary screen, biochemical, luminescence, uHTS; Sentrin-specific protease 6 (Homo sapiens), Q9GZR1; inhibition, % at 10 µM; actives 1.8% (n = 330,000); Recombinant SENP6 catalytic domain, aminoluciferin luminescence;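 active means inhibition above about 50% at the single tested dose, limit read from the data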;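 further: plate controls were DMSO wells with enzyme for no effect and DMSO wells lacking enzyme for full effect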
HKDC1 inhibitor = HKDC1 hexokinase inhibitors, primary screen, biochemical, fluorescence, uHTS | recombinant HKDC1, G6PDH/diaphorase resazurin coupled fluorescence | inhibition, % at 20 µM | actives 0.16% (n = 340,000) | AID 493160, 2011;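 active means inhibition above about 35% when tested at 20 µM, limit read from the data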;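 further: plate controls were DMSO wells with enzyme for no effect and DMSO wells lacking enzyme for full effect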
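Assay system: recombinant HKDC1 hexokinase; detection: coupled resazurin fluorescence, excitation 525 nm, emission 613 nm; benchmarks: DMSO-plus-enzyme-mix negative control, buffer-substituted positive control; compound dosing: single 20 µM dose; schedule: 90 min at room temperature in dark; also added: glucose plus 1 mM ATP as hexokinase substrates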
Apaf1 inhib = inhibitors of human Apaf-1 apoptosome, primary screen, biochemical, DEVD-Rh110 fluorescence, uHTS | reconstituted apoptosome caspase-3 activity | Apoptotic protease-activating factor 1 (Homo sapiens), O14727 | actives 0.71% (n = 330,000) | inhibition, % at 20 µM; active means inhibition of at least 40% at 20 µM;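 further: plate controls were DMSO wells for no effect and DEVD-CHO caspase inhibitor wells for full effect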
Target sequence (O14727 whole entry, looked up): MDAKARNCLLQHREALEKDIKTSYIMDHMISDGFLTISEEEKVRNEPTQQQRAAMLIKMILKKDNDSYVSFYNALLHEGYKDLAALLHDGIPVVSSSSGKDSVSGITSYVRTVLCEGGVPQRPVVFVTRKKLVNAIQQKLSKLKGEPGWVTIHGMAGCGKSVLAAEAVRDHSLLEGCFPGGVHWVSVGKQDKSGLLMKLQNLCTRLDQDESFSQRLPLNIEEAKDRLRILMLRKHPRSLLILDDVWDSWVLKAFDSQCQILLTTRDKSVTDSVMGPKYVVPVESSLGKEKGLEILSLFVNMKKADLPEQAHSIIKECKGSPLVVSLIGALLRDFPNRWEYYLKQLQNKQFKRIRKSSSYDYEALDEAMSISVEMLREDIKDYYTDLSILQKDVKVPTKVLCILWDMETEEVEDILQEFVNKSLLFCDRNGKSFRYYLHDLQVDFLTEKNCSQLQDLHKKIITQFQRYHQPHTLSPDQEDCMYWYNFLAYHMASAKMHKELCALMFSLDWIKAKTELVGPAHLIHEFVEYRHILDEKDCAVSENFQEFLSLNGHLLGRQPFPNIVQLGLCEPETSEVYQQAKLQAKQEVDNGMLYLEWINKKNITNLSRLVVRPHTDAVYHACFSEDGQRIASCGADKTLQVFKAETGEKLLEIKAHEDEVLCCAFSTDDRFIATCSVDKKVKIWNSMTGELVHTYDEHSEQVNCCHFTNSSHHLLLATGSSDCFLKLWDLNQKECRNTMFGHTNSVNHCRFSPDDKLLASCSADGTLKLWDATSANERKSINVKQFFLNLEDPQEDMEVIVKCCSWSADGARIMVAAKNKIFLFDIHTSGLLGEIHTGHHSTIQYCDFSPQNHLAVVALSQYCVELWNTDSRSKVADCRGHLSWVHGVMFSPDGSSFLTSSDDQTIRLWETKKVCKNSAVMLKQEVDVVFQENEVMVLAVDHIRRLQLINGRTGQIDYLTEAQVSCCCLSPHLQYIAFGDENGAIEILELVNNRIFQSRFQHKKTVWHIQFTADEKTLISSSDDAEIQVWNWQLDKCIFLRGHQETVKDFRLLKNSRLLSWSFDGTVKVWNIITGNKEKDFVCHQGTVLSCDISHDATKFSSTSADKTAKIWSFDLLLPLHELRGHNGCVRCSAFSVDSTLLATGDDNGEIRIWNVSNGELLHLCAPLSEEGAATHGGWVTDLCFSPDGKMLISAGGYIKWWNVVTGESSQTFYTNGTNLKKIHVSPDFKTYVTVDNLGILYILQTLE
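System – cell-free apoptosome with Apaf-1, procaspase-3 and caspase-9 · Buffer or medium – pH 7.5 Hepes buffer with CHAPS, BSA, DTT · Also added – cytochrome c with DEVD-Rh110 · Times – 30 min compound preincubation, 50 min activation, room temperature · Technique – Rh110 fluorescence intensity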
SENP8 block-2 = SENP8 protease inhibitors, primary screen, biochemical, luminescence; Sentrin-specific protease 8 (Homo sapiens), Q96LD8; purified SENP8, Z-RLRGG-aminoluciferin cleavage; inhibition, % at 10 µM; actives 1.2% (n = 330,000); AID 2540, 2010; in the data active means inhibition above about 50%
SENP7 inh = SENP7 protease inhibitors, primary screen, biochemical, luminescence, uHTS; Sentrin-specific protease 7 (Homo sapiens), Q9BQF6; recombinant SENP7, Z-RLRGG-aminoluciferin luminescence, 40 min; inhibition, % at 5 µM; actives 1.5% (n = 330,000);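 active means inhibition above about 50% at the single test dose, limit read from the data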;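 further: plate controls were DMSO with enzyme for no effect and no enzyme buffer wells for full effect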
SENP1 inh = human SENP1 catalytic domain inhibitors, primary screen, biochemical, FRET, uHTS; Sentrin-specific protease 1 (Homo sapiens), Q9P0U3; recombinant SENP1 catalytic domain, CyPet-SUMO1-YPet FRET cleavage; inhibition, % at 10 µM; actives 0.21% (n = 360,000); AID 624204, 2012;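 active means inhibition at least 30% at 10 µM, raw YFP signal under a set limit, fluorescence ratio 0.5 to 1.5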;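 further: 0% = enzyme with DMSO and 100% = no enzyme wells; some results filed as inactive read as strong as hits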
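system = hSENP1 catalytic domain, recombinant | reagent = SFCypet-SUMO1-SFYpet substrate at 25 nM | doses = one dose per compound, 10 µM, 0.5% DMSO | incubation = enzyme reaction for 50 min at room temperature, dark | measured by = FRET, CFP and YFP emission | controls = no-enzyme low, enzyme-DMSO high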
PfG6PD inh = PfG6PD enzyme inhibitors, primary screen, biochemical, fluorescence intensity, uHTS. glucose-6-phosphate dehydrogenase-6-phosphogluconolactonase (Plasmodium falciparum 3D7). PfGluPho enzyme, NADPH resazurin-diaphorase fluorescence. inhibition, % at 20 µM. actives 0.78% (n = 350,000). AID 504690, 2011;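 active means inhibition reaching at least a set limit at 20 µM in the primary screen, cut at about 59% in these data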;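 further: 0% = DMSO wells with substrate and 100% = DMSO wells lacking glucose-6-phosphate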
* hit, by the source's call.

For CCNC(=S)NNC(=O)C(c1ccccc1)c1ccccc1 the results were SENP8 block-1 0, SENP6 inh -2, HKDC1 inhibitor -9, Apaf1 inhib -9, SENP8 block-2 -2, SENP7 inh 8, SENP1 inh 0 and PfG6PD inh -12.
Screening COc1cccc(NC(=S)N/N=C2\CC(C)(C)Oc3ccc(O)cc32)c1 returned SENP8 block-1 -356, SENP6 inh -8, HKDC1 inhibitor -23, Apaf1 inhib -7, SENP8 block-2 -8, SENP7 inh 0, SENP1 inh -16 and PfG6PD inh 13.
Screening Cc1cccc(Nc2nnc(SCC(=O)Nc3ccccc3[N+](=O)[O-])s2)c1C returned SENP8 block-1 15, SENP6 inh -2, HKDC1 inhibitor 18, Apaf1 inhib 15, SENP8 block-2 -1, SENP7 inh 1, SENP1 inh 3 and PfG6PD inh 18.
For COc1ccc(/C=N/NC(=O)c2nc(-c3ccccc3)cc(-c3ccccc3)n2)cc1O the results were SENP8 block-1 0, SENP6 inh -13, HKDC1 inhibitor 10, Apaf1 inhib 17, SENP8 block-2 -4, SENP7 inh -5, SENP1 inh 3 and PfG6PD inh 11.
CN(C)CCCO/N=C(\c1ccccc1)c1ccncc1 was read as SENP8 block-1 8, SENP6 inh -2, HKDC1 inhibitor -3, Apaf1 inhib 14, SENP8 block-2 -3, SENP7 inh 3, SENP1 inh 2 and PfG6PD inh 18.
`COc1ccc(OC)c(S(=O)(=O)n2ccnc2C(C)C)c1` gave SENP8 block-1 15, SENP6 inh 3, HKDC1 inhibitor -4, Apaf1 inhib -9, SENP8 block-2 -1, SENP7 inh -10, SENP1 inh 4 and PfG6PD inh -19.
For CCOc1ccc(NC(=O)C(CC)n2nc(C)c3c(C)n(-c4ccccc4)nc3c2=O)cc1 (stereo not drawn) the results were SENP8 block-1 9, SENP6 inh -1, HKDC1 inhibitor 0, Apaf1 inhib 2, SENP8 block-2 -4, SENP7 inh -7, SENP1 inh 1 and PfG6PD inh -5.
`CCCCOP(=O)(c1ccc(N(C)C)cc1)C(O)c1ccncc1` (stereo not drawn) gave SENP8 block-1 11, SENP6 inh -6, HKDC1 inhibitor -6, Apaf1 inhib 13, SENP8 block-2 1, SENP7 inh -2, SENP1 inh 3 and PfG6PD inh -4.
`O=C(c1ccc(C(F)(F)F)cc1)C1CCCN(C(=O)Cn2cnnn2)C1` (stereo not drawn) gave SENP8 block-1 13, SENP6 inh -9, HKDC1 inhibitor -5, Apaf1 inhib 2, SENP8 block-2 -7, SENP7 inh 10, SENP1 inh 1 and PfG6PD inh -3.
Screening Cc1ccn2c(=O)nc(SCC(=O)N3CCCC3)nc2c1 returned SENP8 block-1 -41, SENP6 inh 0, HKDC1 inhibitor 6, Apaf1 inhib 6, SENP8 block-2 4, SENP7 inh 4, SENP1 inh -62 and PfG6PD inh 8.
COC(=O)CNC(=O)COc1ccccc1 was read as SENP8 block-1 29, SENP6 inh -12, HKDC1 inhibitor -5, Apaf1 inhib 4, SENP8 block-2 -2, SENP7 inh 5, SENP1 inh -1 and PfG6PD inh 1.
`NS(=O)(=O)c1ccc(N2C(=O)C3C4CC(C(Br)C4Br)C3C2=O)cc1` (stereo not drawn) gave SENP8 block-1 7, SENP6 inh -26, HKDC1 inhibitor -13, Apaf1 inhib 5, SENP8 block-2 2, SENP7 inh 0, SENP1 inh 1 and PfG6PD inh 23.
`O=C(c1c(O)cc(O)cc1O)C1c2c(cc(O)c3c2O[C@H](c2ccc(O)cc2)[C@@H](O)C3)OC1c1ccc(O)cc1` (stereo partly drawn) gave SENP8 block-1 7, SENP6 inh 9, HKDC1 inhibitor 5, Apaf1 inhib -14, SENP8 block-2 8, SENP7 inh 4, SENP1 inh 0 and PfG6PD inh 15.
COc1ccc(C[C@@H]2OC3(C=CC(=O)C=C3)O[C@H]2Cc2ccc(OC)cc2)cc1 was read as SENP8 block-1 -2, HKDC1 inhibitor 32, SENP1 inh 0 and PfG6PD inh 62*.
Screening Fc1ccc(C2CC(c3ccccc3)Nc3ncnn32)cc1 (stereo not drawn) returned SENP8 block-1 16, SENP6 inh -5, HKDC1 inhibitor -3, Apaf1 inhib -1, SENP8 block-2 5, SENP7 inh 4, SENP1 inh 1 and PfG6PD inh -11.
Screening CCOc1ccc(CCNc2cc(C)nc3ncnn23)cc1OCC returned SENP8 block-1 5, SENP6 inh -12, HKDC1 inhibitor -7, Apaf1 inhib 7, SENP8 block-2 -1, SENP7 inh 4, SENP1 inh -1 and PfG6PD inh 7.
For COc1ccc(OCC(=O)Nc2ccc(S(=O)(=O)N3CCCCCC3)cc2)cc1 the results were SENP8 block-1 23, SENP6 inh -3, HKDC1 inhibitor 4, Apaf1 inhib 20, SENP8 block-2 -12, SENP7 inh 13, SENP1 inh 0 and PfG6PD inh -15.
O=C(Nc1ccccc1N1CCOCC1)c1ccccc1[N+](=O)[O-] was read as SENP8 block-1 8, SENP6 inh -3, HKDC1 inhibitor 4, Apaf1 inhib -1, SENP8 block-2 -1, SENP7 inh -6, SENP1 inh 0 and PfG6PD inh -22.
CC1CCCC(NC(=O)COC(=O)COc2ccc(C#N)cc2)C1C (stereo not drawn) was read as SENP8 block-1 12, SENP6 inh 14, HKDC1 inhibitor 11, Apaf1 inhib -1, SENP8 block-2 -3, SENP7 inh 5, SENP1 inh 3 and PfG6PD inh -16.
For O=C(CCCn1c(=S)[nH]c2cc3c(cc2c1=O)OCO3)N1CCN(c2ccc(F)cc2)CC1 the results were SENP8 block-1 13, SENP6 inh 7, HKDC1 inhibitor -2, Apaf1 inhib 9, SENP8 block-2 -5, SENP7 inh -5, SENP1 inh 2 and PfG6PD inh 13.

Random excerpt: 3 records from the list.
For O=C(CCCn1c(=S)[nH]c2cc3c(cc2c1=O)OCO3)N1CCN(c2ccc(F)cc2)CC1 the results were SENP8 block-1 13, SENP6 inh 7, HKDC1 inhibitor -2, Apaf1 inhib 9, SENP8 block-2 -5, SENP7 inh -5, SENP1 inh 2 and PfG6PD inh 13.
For COc1ccc(OCC(=O)Nc2ccc(S(=O)(=O)N3CCCCCC3)cc2)cc1 the results were SENP8 block-1 23, SENP6 inh -3, HKDC1 inhibitor 4, Apaf1 inhib 20, SENP8 block-2 -12, SENP7 inh 13, SENP1 inh 0 and PfG6PD inh -15.
COc1ccc(C[C@@H]2OC3(C=CC(=O)C=C3)O[C@H]2Cc2ccc(OC)cc2)cc1 was read as SENP8 block-1 -2, HKDC1 inhibitor 32, SENP1 inh 0 and PfG6PD inh 62*.

The main list resumes with the 2 entries that preceded the break.
CC1CCCC(NC(=O)COC(=O)COc2ccc(C#N)cc2)C1C (stereo not drawn) was read as SENP8 block-1 12, SENP6 inh 14, HKDC1 inhibitor 11, Apaf1 inhib -1, SENP8 block-2 -3, SENP7 inh 5, SENP1 inh 3 and PfG6PD inh -16.
For O=C(CCCn1c(=S)[nH]c2cc3c(cc2c1=O)OCO3)N1CCN(c2ccc(F)cc2)CC1 the results were SENP8 block-1 13, SENP6 inh 7, HKDC1 inhibitor -2, Apaf1 inhib 9, SENP8 block-2 -5, SENP7 inh -5, SENP1 inh 2 and PfG6PD inh 13.
Screening Cc1ccc(S(=O)(=O)N2CCN(C(=O)COC(=O)Cc3ccc(F)cc3)CC2)c(C)c1 returned SENP8 block-1 12, SENP6 inh 1, HKDC1 inhibitor 4, Apaf1 inhib 14, SENP8 block-2 7, SENP7 inh -1, SENP1 inh 2 and PfG6PD inh 6.
For COC(=O)c1ccc(NC(=O)CSc2nnc(CNc3ccc(OC)cc3)n2C)cc1 the results were SENP8 block-1 34, SENP6 inh -18, HKDC1 inhibitor 11, Apaf1 inhib 6, SENP8 block-2 4, SENP7 inh 0, SENP1 inh -1 and PfG6PD inh 4.
Screening CC(=O)c1ccc(S(=O)(=O)NCCCC(=O)NCCc2ccccn2)cc1 returned SENP8 block-1 0, SENP6 inh -9, HKDC1 inhibitor 7, Apaf1 inhib -6, SENP8 block-2 -4, SENP7 inh 3, SENP1 inh 0 and PfG6PD inh -4.
`COc1cccc(C(=O)OCC(=O)NCCNC(=O)COC(=O)c2cccc(OC)c2OC)c1OC` gave SENP8 block-1 -5, SENP6 inh 1, HKDC1 inhibitor -4, Apaf1 inhib 2, SENP8 block-2 5, SENP7 inh -2, SENP1 inh 0 and PfG6PD inh -2.
`CC(=O)N(C)c1ccc(NC(=O)Nc2ccc(Cl)cc2)cc1` gave SENP8 block-1 0, SENP6 inh -17, HKDC1 inhibitor -1, Apaf1 inhib 6, SENP8 block-2 -11, SENP7 inh -6, SENP1 inh 2 and PfG6PD inh 7.
`Cc1cccc(/C(N)=N/OC(=O)c2ccco2)c1` gave SENP8 block-1 19, SENP6 inh 92*, HKDC1 inhibitor -6, Apaf1 inhib 2, SENP8 block-2 84*, SENP7 inh 91*, SENP1 inh 3 and PfG6PD inh -8.
Screening Cc1cnc(NC(=O)c2ccccn2)s1 returned SENP8 block-1 14, SENP6 inh 88*, HKDC1 inhibitor 4, Apaf1 inhib -31, SENP8 block-2 67*, SENP7 inh 83*, SENP1 inh 0 and PfG6PD inh 24.
Cc1ccc(CCNC(=O)c2cccc(NC3=NC4CS(=O)(=O)CC4S3)c2)cc1 (stereo not drawn) was read as SENP8 block-1 11, SENP6 inh -8, HKDC1 inhibitor -5, Apaf1 inhib 3, SENP8 block-2 2, SENP7 inh -2, SENP1 inh 1 and PfG6PD inh -1.
O=C(NNS(=O)(=O)c1ccc([N+](=O)[O-])cc1)c1ccc([N+](=O)[O-])cc1 was read as SENP8 block-1 26, SENP6 inh 2, HKDC1 inhibitor 4, Apaf1 inhib -8, SENP8 block-2 10, SENP7 inh -1, SENP1 inh -1 and PfG6PD inh -10.
Screening COc1ccccc1C(=O)NCCC(=O)N1CCCC(C)C1 (stereo not drawn) returned SENP8 block-1 -15, SENP6 inh -7, HKDC1 inhibitor -3, Apaf1 inhib 8, SENP8 block-2 -12, SENP7 inh 8, SENP1 inh 2 and PfG6PD inh -1.
Cc1ccccc1NC(=O)c1c(C)nc(SCC(=O)OCc2ccccc2)c(C#N)c1-c1ccc(F)cc1 was read as SENP8 block-1 8, SENP6 inh -9, HKDC1 inhibitor -8, Apaf1 inhib 4, SENP8 block-2 2, SENP7 inh -2, SENP1 inh -1 and PfG6PD inh 5.
For CCN1CCN(S(=O)(=O)c2ccc(Cl)c(C(=O)Nc3ccccc3N3CCCCC3)c2)CC1 the results were SENP8 block-1 20, SENP6 inh -14, HKDC1 inhibitor 2, Apaf1 inhib 15, SENP8 block-2 9, SENP7 inh -5, SENP1 inh -1 and PfG6PD inh 11.

Screening data from PubChem.

Rows are unselected. Share with any hit: about 3.6%.
